# Kir21 inh: blocks the mouse Kir2.1 inward-rectifier potassium channel | hit rate 0.85% among 310,000 | HEK293-Kir2.1, FluxOR thallium flux fluorescence; hits give low values | B-score at 10 µM;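 active = fluorescence ratio B-score at or below minus 3 SD of library scores, with starting-brightness B-score within 2 SD, cut at about -4.2 in these data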;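 also: channel flux triggered by added potassium and thallium sulfate stimulus; B-score of peak minus minimum fluorescence over baseline after thallium stimulus; more negative B-score means stronger Kir2.1 block with less thallium influx; some compounds called inactive have numbers as strong as hits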
# KCNQ2 inh: KCNQ2 potassium channel inhibitors, primary screen, cell-based, CHO-K1, FluxOR thallium flux, B-score (AID 2156). O88943. 20 min; hits give low values. B-score at 10 µM. hit rate 1.1% among 310,000;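 active = fluorescence ratio B-score at most minus 3 library SDs, with starting brightness B-score within 2 library SDs, cut at about -5.5 in these data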
# Target sequence (O88943 whole entry, looked up): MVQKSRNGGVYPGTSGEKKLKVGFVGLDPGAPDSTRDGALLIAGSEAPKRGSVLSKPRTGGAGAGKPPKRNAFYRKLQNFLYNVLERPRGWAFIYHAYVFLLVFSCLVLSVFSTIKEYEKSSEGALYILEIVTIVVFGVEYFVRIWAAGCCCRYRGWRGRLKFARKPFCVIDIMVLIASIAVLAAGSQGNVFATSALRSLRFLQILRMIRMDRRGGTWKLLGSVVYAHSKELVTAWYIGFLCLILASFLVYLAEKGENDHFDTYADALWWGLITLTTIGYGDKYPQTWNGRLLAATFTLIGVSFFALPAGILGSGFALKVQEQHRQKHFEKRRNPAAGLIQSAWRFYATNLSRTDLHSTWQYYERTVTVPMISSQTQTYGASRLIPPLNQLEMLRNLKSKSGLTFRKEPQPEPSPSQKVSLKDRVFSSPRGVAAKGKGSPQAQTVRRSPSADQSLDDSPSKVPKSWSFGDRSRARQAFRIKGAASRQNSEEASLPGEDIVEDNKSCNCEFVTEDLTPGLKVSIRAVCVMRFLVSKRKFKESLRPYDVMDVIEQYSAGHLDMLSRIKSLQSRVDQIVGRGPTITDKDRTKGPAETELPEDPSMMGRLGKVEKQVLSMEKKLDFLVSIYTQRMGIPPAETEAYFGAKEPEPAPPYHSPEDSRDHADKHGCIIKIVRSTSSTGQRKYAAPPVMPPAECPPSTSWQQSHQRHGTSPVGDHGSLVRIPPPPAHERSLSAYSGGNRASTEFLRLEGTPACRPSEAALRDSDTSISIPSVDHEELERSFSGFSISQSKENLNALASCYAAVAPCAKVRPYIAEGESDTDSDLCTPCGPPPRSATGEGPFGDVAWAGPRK
# Starred values were filed as active, the others as inactive; i = inactive.
SMILES,Kir21 inh,KCNQ2 inh
CCN1CCN(c2ncnc3c2cnn3-c2ccccc2)CC1,-0.45,i
CCOC(=O)C1CCN(c2nc(N)c3c(N)nc(SCC(=O)O)cc3c2C#N)CC1,-2,i
Cc1ccc2nc(SCC(=O)N3CCCC3)nc(=O)n2c1,1.1,i
CCOC(=O)/C(=N/Nc1ccc(OC)cc1)Sc1nnc(CCc2ccccc2)n1-c1ccccc1,1.2,i
COc1ccc(Br)cc1/C=N/NC(=O)Cn1nnnc1N,-2.1,i
C[C@]12CC[C@@H]3c4ccc(OC(=O)c5ccccc5)cc4CC[C@H]3[C@@H]1CC[C@@H]2O,0.55,i
COc1ccccc1C(=O)NC(=O)COC(=O)CNC(=O)c1ccc(Cl)c([N+](=O)[O-])c1,1.9,i
CCOC(=O)CSc1n[nH]c(-c2ccco2)n1,0.76,i
COc1ccc(N2CCN(C(=O)C3CCN(S(=O)(=O)c4cccs4)CC3)CC2)cc1,0.48,i
CC(=O)N(c1ccc(N(C(C)=O)S(=O)(=O)c2cccs2)cc1)S(=O)(=O)c1cccs1,1.4,i
CC1CCN(c2ccc(/C=C(\C#N)c3nn(-c4ccccc4)c(N)c3C#N)cc2[N+](=O)[O-])CC1,-1.4,i
CC(C)(C)NS(=O)(=O)c1ccc(NC(=O)Cc2ccccc2[N+](=O)[O-])cc1,-2.2,i
CCOC(=O)c1cc2c(ccc3nc(C)c(C)c32)[nH]c1C,0.02,i
O=C(Nc1ccc(S(=O)(=O)C(F)F)cc1)c1ccc2c(=O)n3c(nc2c1)CCC3,1.1,i
Clc1cccc(Cl)c1/C=N\Nc1nccs1,-0.02,i
CCc1nnc(SCC(=O)Nc2ccc(N3CCOCC3)cc2)o1,-0.41,i
COc1ccccc1CNC(=O)C1Cc2cc(S(=O)(=O)N3CCCC3)ccc2N1C(C)=O (stereo not drawn),0.36,i
Cc1[nH]c(=O)[nH]c(=O)c1NC(=O)CSc1ncccc1-c1nc2ccccc2[nH]1,0.35,i
N=c1sccn1CC(=O)Nc1cc(S(=O)(=O)N2CCCC2)ccc1Cl,1.3,i
COc1ccc(NC(=O)N(CCc2ccccc2)Cc2cc3c(C)cc(C)cc3[nH]c2=O)cc1,0.27,i
O=[N+]([O-])c1cc(C(F)(F)F)ccc1NCCc1ccncc1,-0.13,i
Cn1nc(C(=O)NCc2ccc(F)cc2)c2ccccc2c1=O,0.79,i
Cc1ccc(SCC(=O)Nc2c(Br)cnn2C)cc1,-0.68,i
CCOCCCn1c(SCC(=O)Nc2ccc3[nH]c(=O)[nH]c3c2)nc2ccccc2c1=O,0.26,i
CCOC(=O)c1ccc(NC(=O)CSc2nnc(-c3cccs3)n2C)cc1,0.97,i
COc1ccc(OC)c(C2=Nn3c(nnc3-c3cc(OC)c(OC)c(OC)c3)SC2)c1,0.04,i
CCC(=O)Nc1c(C(=O)Nc2cccc(OC)c2)oc2ccccc12,-4.4e-16,i
Nc1nc(N)nc(-c2ccccc2-c2nc(N)nc(N)n2)n1,0.71,i
CCCC1(C(=O)OCC)NC(c2ccco2)C2C(=O)N(C)C(=O)C21 (stereo not drawn),-0.01,i
O=C(Cn1cccc1C(=O)c1ccccc1)NCc1ccccc1,0.3,i
O=C(NCCc1ccccc1)C(=O)NCC1CCNCC1,0.27,i
Cc1ccc(S(=O)(=O)N2CCN(CC(=O)N/N=C\c3cccnc3)CC2)cc1,-0.81,i
COC(=O)c1cc(NC(=O)c2cc(-c3ccc(Cl)cc3)oc2C(F)(F)F)ccc1N1CCOCC1,0.98,i
Cc1nn(C)cc1C(C(=O)NC1CCCCC1)N(C(=O)Cc1cccs1)c1ccc(C(C)C)cc1 (stereo not drawn),0.51,i
CC(=O)Nc1nc2ccccc2n1Cc1ccccc1,0.01,i
O=C(N/N=C/c1ccc(-c2cccc([N+](=O)[O-])c2)o1)c1ccc([N+](=O)[O-])cc1,-0.37,i

# Reformatted bar-delimited: part of the list above
structure | Kir21 inh | KCNQ2 inh
Nc1nc(N)nc(-c2ccccc2-c2nc(N)nc(N)n2)n1 | 0.71 | i
CCCC1(C(=O)OCC)NC(c2ccco2)C2C(=O)N(C)C(=O)C21 (stereo not drawn) | -0.01 | i
O=C(Cn1cccc1C(=O)c1ccccc1)NCc1ccccc1 | 0.3 | i
O=C(NCCc1ccccc1)C(=O)NCC1CCNCC1 | 0.27 | i

# (next part)
SMILES,Kir21 inh,KCNQ2 inh
Cc1cc2ncn(-c3ncnc4sc5c(c34)CCCC5)c2cc1C,-0.01,i
CCC1=C(OC(=O)N(CC)CC)N2C(=O)OC(=NCC(=O)OC)[C@]2(Cc2ccccc2)[C@H]2C1=CC[C@H]1C(=O)NC(=O)[C@H]12,-0.4,i
CCOC(=O)c1ccc(NC(=O)CN(C)S(=O)(=O)c2ccc(OC)cc2)cc1,-1.7,i
Fc1ccc(-c2nc3c(-c4ccc(F)cc4)cnn3cc2CCN2CCOCC2)cc1,2.1,i
COCC(=O)Nc1ccc(S(=O)(=O)Nc2nccs2)cc1,0.54,i
O=C(NCc1ccco1)c1cccn2c(=O)c3sccc3nc12,-0.46,i
O=C(O)c1cccc([N+](=O)[O-])c1C(=O)Nc1cccc2ccccc12,1.6,i
O=c1[nH]c2ccccc2n2c(C(F)(F)F)nnc12,0.56,i
O=C1C=C(c2ccccc2)CC(c2cccs2)C1n1cnc([N+](=O)[O-])c1 (stereo not drawn),0.45,i
CCn1nnc(-c2ccccc2NS(=O)(=O)c2ccc(C(=O)OC)cc2)n1,-1.2,i
COc1ccc(Br)cc1CN1CCSCC1,-0.9,i
O=C(NCCc1ccc(F)cc1)c1ccc([N+](=O)[O-])cc1,-0.22,i
Cc1nn(C(C)C)c(C)c1CN1CCCC(CCC(=O)NCc2ccccc2F)C1 (stereo not drawn),1.1,i
O=C(O)C1CCCCC1C(=O)NCCc1ccc(Cl)cc1 (stereo not drawn),-0.07,i
c1cnc2c(C3NCCc4c3[nH]c3ccccc43)cccc2c1 (stereo not drawn),-0.72,i
CC(=O)Nc1ccc(N2C(C(C)=O)=NN(c3ccccc3)C2c2cccs2)cc1 (stereo not drawn),0.76,i
O=C(Nc1ccc(F)c(F)c1)C1CCCN(S(=O)(=O)c2cccc3nonc23)C1 (stereo not drawn),1.1,i
CCCn1c(=O)c(C(=O)Nc2cc(C)ccn2)c(O)c2ccccc21,-0.82,i
C[C@H](NC(=O)c1nc[nH]c1C(=O)NCc1ccc(CNC(=O)OC(C)(C)C)cc1)C(=O)OC(C)(C)C,-0.02,i
COC(=O)C(C(C)C)N1CCc2c(C)nc3c(C#N)cnn3c21 (stereo not drawn),-0.34,i
COc1ccc(NS(=O)(=O)c2ccc(C(=O)OC(C)C(=O)N3CCOCC3)cc2)cc1 (stereo not drawn),1.8,i
O=C1Cn2c(nc3ccccc32)N1c1ccccc1F,-0.96,i
CCOC(=O)N1CCN(C(=O)c2ccc3nc(-c4ccccc4)c(-c4ccccc4)nc3c2)CC1,1.6,i
CC(C)CC(c1nnnn1C1CCCC1)N1CCN(C(=O)c2ccco2)CC1 (stereo not drawn),-0.37,i
N=c1c2c3c(sc2ncn1CCCN1CCOCC1)CCCCC3,-0.7,i
COC(=O)CCCCC1SCC2NC(=O)NC21O (stereo not drawn),0.27,i
CN(C)S(=O)(=O)c1cccc(NC(=O)CN2C(=O)NC(CCc3ccccc3)C2=O)c1 (stereo not drawn),0.55,i
CC(=O)NC(Cc1ccccc1)C(=O)OCC(=O)c1ccc(Br)cc1 (stereo not drawn),0.26,i
O=C(NC(=S)Nc1ccccc1N1CCCCC1)c1ccc(F)cc1Cl,0.91,i
CCn1c2ccccc2c2cc(NS(=O)(=O)c3ccccc3C)ccc21,-0.08,i
Oc1ccccc1C1NN=C(c2ccccc2)S1 (stereo not drawn),1.4,i
Cc1cccc(NC(=O)c2ccc(N3CCCCC3)c([N+](=O)[O-])c2)n1,-1.8,i
COc1cc(NC(=O)CSc2nc3c(C)ccc(C)c3cc2C)c(C(=O)O)cc1OC,2,i
O=S(=O)(c1cccc(F)c1)N1CCN(C(=S)NCC2CCCO2)CC1 (stereo not drawn),0.72,i
CN1CCCCC1=NCCCn1cnc2c1c(=O)n(C)c(=O)n2C,0.95,i
Nn1c(Cc2ccccc2)nc2cc(Cl)ccc2c1=O,1.4,i
COc1ccc(C(=O)NC(=S)Nc2ccc3[nH]c(=O)[nH]c3c2)cc1,-0.49,i
COc1ccc2c3c(c(=O)oc2c1OCC(N)=O)CCCC3,2.1,i
O=C(COC(=O)c1ccc2[nH]c3c(c2c1)CCCC3)Nc1ccc(Cl)cc1Cl,-1.8,i
O=C(CCS(=O)(=O)c1ccc(Br)cc1)Nc1ccc(Cl)cc1F,0.91,i
CC(C)c1ccc(NC(=O)CCCC(=O)NCCc2ccccc2)cc1,1.1,i
O=C(N/N=C/c1cccc([N+](=O)[O-])c1)c1ccc(COc2ccccc2-c2ccccc2)cc1,-0.8,i
O=C1OCc2cc(NC(=O)C3CCCO3)ccc21 (stereo not drawn),0.55,i
CC(NC(=O)c1ccco1)C(=O)OCc1cccc(Cl)c1 (stereo not drawn),-0.03,i
COc1ccc(-c2cn[nH]c2-c2ccc(OCc3ccccc3F)cc2O)cc1OC,-1.2,i
CCc1nc(SC)[nH]c(=O)c1C,0.03,i
Cc1ccc(NS(=O)(=O)c2ccc(CCC(=O)NCCCOC(C)C)cc2)cc1,0.43,i
CC1(C)CC(=O)C(C=NCc2ccccn2)=C(O)C1,3.3,i
CCC(C)c1ccccc1N1CC(C(=O)Nc2cc(S(=O)(=O)N3CCOCC3)ccc2OC)CC1=O (stereo not drawn),1.1,i
Clc1ccc(-c2csc3ncnc(N4CCc5ccccc5C4)c23)cc1,-0.48,i
C=C(C(=O)c1ccccc1)C(CC(=O)c1ccccc1)c1ccccc1 (stereo not drawn),-1.3,i
CCOC(=O)/C(C#N)=C\c1cn(C)c2ccccc12,0.32,i
Cc1cc(C)cc(NC(=S)N2CCN(S(C)(=O)=O)CC2)c1,0.63,i
COc1cc(O)c(C(CC(=O)N2CCCC(C)C2)c2ccc3c(c2)OCO3)c(OC)c1 (stereo not drawn),-0.48,i
O=C(NCC(=O)N(Cc1ccccc1)C(C(=O)NC1CCCC1)c1cccnc1)c1ccco1 (stereo not drawn),-0.16,i
COc1ccc(NC(=O)NNC(=O)CCc2ccc(O)c(O)c2)cc1OC,0.06,i
CCn1c(SCC(=O)N(C(C)C)C(C)C)nnc1-c1cc2ccccc2cc1O,0.07,i
O=C(CSc1ncnc2sccc12)Nc1ccccc1,-0.79,i
Cn1c(-c2ccc(C=O)s2)nc2ccccc21,0.8,i
COc1cc(NC(=O)C(C)C)ccc1NC(=O)c1cc2ccccc2o1,-0.15,i

# Entries of single compounds, quoted from the list. Order of screens: Kir21 inh, KCNQ2 inh
# Profile of Clc1cccc(Cl)c1/C=N\Nc1nccs1 → -0.02, i
# Profile of CC(C)CC(c1nnnn1C1CCCC1)N1CCN(C(=O)c2ccco2)CC1 (stereo not drawn) → -0.37, i
# Profile of Cc1ccc(S(=O)(=O)N2CCN(CC(=O)N/N=C\c3cccnc3)CC2)cc1 → -0.81, i
# Profile of Cn1nc(C(=O)NCc2ccc(F)cc2)c2ccccc2c1=O → 0.79, i

# Four entries out of the list above, ordered by their value in Kir21 inh, highest first:
smiles | Kir21 inh | KCNQ2 inh
Cn1c(-c2ccc(C=O)s2)nc2ccccc21 | 0.8 | i
CCn1c(SCC(=O)N(C(C)C)C(C)C)nnc1-c1cc2ccccc2cc1O | 0.07 | i
COc1cc(O)c(C(CC(=O)N2CCCC(C)C2)c2ccc3c(c2)OCO3)c(OC)c1 (stereo not drawn) | -0.48 | i
O=C(CSc1ncnc2sccc12)Nc1ccccc1 | -0.79 | i

# The results go on:
SMILES,Kir21 inh,KCNQ2 inh
Cn1c(=O)oc2cc(S(=O)(=O)N3CCCc4ccccc43)ccc21,1,i
CSc1sc(C(=O)Nc2ccc(F)cc2F)c2c1C=CCC2,0,i
CCN1CSC(=S)N(Cc2ccccc2)C1,-0.09,i
CN1CCC(CNC(=O)Nc2ccccc2)(c2ccccc2)CC1,-0.09,i
CCCCNC(=S)Nc1cc(S(=O)(=O)N2CCCCC2)ccc1C,0.06,i
CCCCNC(=O)c1cnc2n(c1=O)CCS2,0.61,i
CCN(CCCNc1ncnc2nc[nH]c12)c1cccc(C)c1,0.02,i
COc1ccc(C(=O)C2CCCN(C(=O)C3=CCCC3)C2)cc1OC (stereo not drawn),0.02,i
COc1ccc(CNC(=O)CN(C2CCCCC2)S(C)(=O)=O)cc1,0.18,i
Nn1c(Cc2ccccc2F)nnc1SCn1nnc2ccccc2c1=O,0.72,i
COCCn1c(SCC(=O)NCc2ccc(F)cc2)nc2ccccc21,-1.9,i
COc1ccc(OCC2c3cc(OC)c(OC)cc3CCN2C(=O)C(C)C)cc1 (stereo not drawn),0.86,i
COc1ccc(OCC(=O)N2CCCC2=O)c([N+](=O)[O-])c1,-0.83,i
CCOC(=O)c1cc(-c2csc(Nc3c(C)cc(C)cc3C)n2)on1,0.26,i
Cc1c([N+](=O)[O-])c2ccc(O)cc2n1-c1ccccc1,0.46,i
NS(=O)(=O)c1cc(C(=O)NCCOc2ccccc2)c(Cl)cc1Cl,-0.92,i
CC(C)(C)c1ccc(/C=C/C(=O)Nc2ncccn2)cc1,2.7,i
CCCc1nn2c(=O)cc(CSCC(=O)Nc3ccccc3)nc2s1,-2.2,i
Cc1nnc(Nc2ccccn2)c2ccccc12,0.81,i
CNc1nc(Cl)c(SC)c(NCc2cccc(OC)c2)n1,0.79,i
Cc1cc([N+](=O)[O-])ccc1NCc1cccc2ccccc12,-0.02,i
O=C(Cn1ncc(Cl)c(Cl)c1=O)N1CCc2ccccc21,0.54,i
Cc1nn(-c2ccccc2)c(=O)c2noc(C)c12,2,i
CCc1c(C)nc2cc(-c3ccc(Cl)cc3)[nH]n2c1=O,0.51,i

# Outcome played no part in choosing rows (roughly 1.9% active in at least one column).
